Screening data from PubChem BioAssay.
influenza NS1A: NS1A inhibition, H1N1 influenza, cell based functional assay (AID 504329). NS1A functional cell-based assay, percent inhibition; higher % means a stronger effect. one-dose inhibition, % at 12.5 µM; IC50 in µM for titrated hits. 340,000 compounds, 0.3% hits; in the data active means a potency from the dose series; inconclusive means inhibition above about 27% without an active follow-up result; further: strong numbers were not always called active
Salmonella PhoP GFP: PhoP regulon inhibitors, Salmonella typhi PhoP promoter GFP reporter, confirmatory (AID 1850) | Salmonella Typhi PhoP-promoter GFP reporter, fluorescence, 4 h; higher % means a stronger effect | inhibition, % at 50 µM, or IC50 in µM where a hit was titrated | 310,000 compounds, 0.33% hits; in the data active means a potency from the dose series; inconclusive means inhibition mostly from about 25% at the one dose, without a potency; inactive means the rest, 99 in 100 with inhibition below about 19%;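 further: 0% = induced wells with vehicle and 100% = uninduced wells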
M. tuberculosis: growth inhibition of non-replicating M. tuberculosis (AID 488890); 320,000 compounds, 0.39% hits; one-dose inhibition, % at 25 µM; IC50 in µM for titrated hits; Mycobacterium tuberculosis non-replicating, growth inhibition; higher % means a stronger effect; in the data active means a potency from the dose series; inconclusive means inhibition mostly from about 82% at the one dose, without a potency; inactive means the rest, 99 in 100 with inhibition below about 76%;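 further: plate controls were DMSO cells for no effect and high antibiotic wells for full effect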
inhibitors of VEEV: inhibitors of VEEV TC-83 cytopathic effect, confirmation, Vero cells (AID 588727); Vero cells, VEEV TC-83 cytopathic effect inhibition; higher % means a stronger effect; 350,000 compounds, 0.13% hits; one-dose inhibition, % at 20 µM; IC50 in µM for titrated hits; in the data active means a potency from the dose series; inconclusive means inhibition mostly from about 14% at the one dose, without a potency; inactive means the rest, 99 in 100 with inhibition below about 12%; further: strong numbers were not always called active
H37Rv inhibition: M. tuberculosis growth inhibition, HTS (AID 449762); M. tuberculosis H37Rv growth inhibition, 7H9 media; higher % means a stronger effect; inhibition, % at 25 µM; hits with a dose series show IC50 in µM; 330,000 compounds, 0.59% hits; in the data active means a potency from the dose series; inconclusive means inhibition above about 70% without an active follow-up result;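 further: bacterial growth assessed after seven days of incubation; strong numbers were not always called active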
inhibitors of VEEV 10K pilot screen: also measured in inhibitors of VEEV; calls as there; inhibition, %; measured here: 10K pilot screen inhibition
Starred values were filed as active, the others as inactive; i = inactive; ? = inconclusive; / = no result given; & = joins results of further samples.

SMILES	influenza NS1A	Salmonella PhoP GFP	M. tuberculosis	inhibitors of VEEV	H37Rv inhibition	others
CSc1ncccc1C(=O)OCC(=O)NC1CC1	-4%	/	/	0.7%	/
Cc1ccc(N(Cc2ccccc2F)S(C)(=O)=O)cc1C	-1%	-4%	5%	i	-6%
CCOC(=O)c1c(C)[nH]c(C(=O)COC(=O)CCNS(=O)(=O)c2ccc(NC(C)=O)cc2)c1C	-9%	/	8%	1.4%	2%
COc1ccc2oc(=O)c(C(=O)OCC(=O)c3ccc([N+](=O)[O-])cc3)cc2c1	/	-6%	4%	/	3%
CCc1ccc(/C=C2/C(=O)N(c3ccccc3)C(=S)N2CC(=O)OC)s1	-16%	-9%	63%	0.7%	10%
Cc1noc(NS(=O)(=O)c2ccc(N3Cc4ccccc4C3=O)cc2)c1C	-1%	7%	17%	0.4%	2%
Cc1ccc(CN2CCN(Cc3ccc(-n4cccn4)cc3C)CC2CCO)cc1 (centres undefined)	2%	-5%	46%	0.8%	96%
O=C(COC(=O)c1ccco1)c1ccc2ccccc2c1	-5%	-11%	71%	0.7%	8%
C=CCc1ccc(OCCOCCNCCCC)c(OC)c1	8%	0%	24%	i	0%
COc1cc2oc(=O)cc(-c3cccc(-c4ccc(C(F)(F)F)cc4)c3)c2c(OC)c1OC	-1%	/	/	i	/
O=C1c2oc3ccc(F)cc3c(=O)c2C(c2cccc(O)c2)N1CCCN1CCOCC1 (centres undefined)	-4%	-9%	5%	0.2%	1%
O=C(CCNS(=O)(=O)c1ccc(Cl)cc1)N1CCCC1	9%	-6%	-9%	i	-6%
CC1CCN(Cc2csc(N)n2)CC1	4%	-6%	0%	0.6%	0%
COc1cccc(N2CCN(S(=O)(=O)c3ccc4c(c3)NC(=O)C(C)C(=O)N4)CC2)c1 (centres undefined)	-1%	4%	11%	3.7%	8%
O=C(NCc1ccccc1)c1ccc(NC(=O)c2ccccc2F)cc1	-1%	-7%	-8%	i	-10%
Cc1ccc(CN2CCN(Cc3cnn(-c4ccc(F)cc4)c3)CC2CCO)o1 (centres undefined)	-6%	-5%	13%	0.6%	3%
COC(=O)c1[nH]c2c(c1C)C(=O)CCC2	-9%	3%	-2%	0.4%	-2%
CC(CCc1ccccc1)NC(=O)C1CCN(S(=O)(=O)c2cnc[nH]2)CC1 (centres undefined)	-2%	-10%	-4%	0.4%	-9%
O=[N+]([O-])c1ccc(S(=O)(=O)c2cccc(C(F)(F)F)c2)nc1	4%	5%	<0.1µM*	?	?
CC(O)CNc1nc2sc3c(c2c(=O)n1CCc1ccccc1)CCCCC3 (centres undefined)	11%	-15%	48%	i	-3%

The final 2 records of the part before are carried over, then new ones follow.
SMILES	influenza NS1A	Salmonella PhoP GFP	M. tuberculosis	inhibitors of VEEV	H37Rv inhibition	others
O=[N+]([O-])c1ccc(S(=O)(=O)c2cccc(C(F)(F)F)c2)nc1	4%	5%	<0.1µM*	?	?
CC(O)CNc1nc2sc3c(c2c(=O)n1CCc1ccccc1)CCCCC3 (centres undefined)	11%	-15%	48%	i	-3%
COC(=O)c1ccccc1S(=O)(=O)N1CCC(NC(=O)c2ccccc2)CC1	3%	-12%	0%	0.1%	3%
CCCCNC(=O)COC(=O)c1c2c(nc3ccccc13)CCC2	12%	11%	3%	3.6%	-3%
COC(=O)Cc1csc(N)n1	-6%&9%	12%&-14%	-9%&9%	0.1%&0.8%	1%&-2%
CC1=C(C(=O)Nc2cccnc2)C(c2cccnc2)n2nc(-c3cccs3)nc2N1 (centres undefined)	3%	-16%	-1%	4.3%	-5%
CCCC(=O)Nc1ccc(C(=O)Nc2cc(C(F)(F)F)ccc2Cl)cc1	11%	0%	9%	1.8%	8%
O=C(COC(=O)c1cccc(S(=O)(=O)N2CCN(c3ccccc3)CC2)c1)NCC1CCCO1 (centres undefined)	-3%	13%	-4%	1.0%	8%
O=S(=O)(c1ccccc1)c1cnn(-c2ccccc2)c1-c1ccc(Cl)cc1	2%	14%	4%	6.5%	2%
Oc1c(C(c2cccs2)N2CCN(c3ccccc3)CC2)sc2ncnn12 (centres undefined)	-3%	-10%	10%	0.5%	6%
COc1ccc(OCC(=O)Nc2ccccc2O)cc1	-2%	5%	?	0.4%	21%
COc1ccc2c(c1)c(=O)c(Br)c(C)n2Cc1ccccc1	-5%	-29%	5%	1.3%	3%
COc1ccccc1/C=C\C=N\n1c(C2CCCCC2)n[nH]c1=S	0%	8%	-3%	4.6%	-3%
COc1cccc(C(=O)/C=C/Nc2ccc(S(=O)(=O)Nc3nc(C)cc(C)n3)cc2)c1	2%	0%	67%	7.1%	1%
CSc1nc2nc3c(c(=O)n2[nH]1)CCC3	-18%	-2%	6%	0.6%	-1%	inhibitors of VEEV 10K pilot screen=0.9
O=C(CSc1nnc(SCc2ccccc2)s1)N/N=C/C=C\c1ccco1	-7%	-4%	?	0.1%	3%
CC(C)(C)[C@@H]1C=C(C(N)=O)O[C@H](OCCCCO)C1	4%	-12%	0%	i	-2%
Cc1oc2ccc(O)cc2c1C(=O)c1ccc([N+](=O)[O-])cc1	5%	3%	15%	3.2%	-8%	inhibitors of VEEV 10K pilot screen=5.5
Cn1c(=O)c2[nH]c(NN=Cc3ccccc3)nc2n(C)c1=O	3%	/	/	13%	/
COc1ccc(/C=N/N=C2/SCC(=O)N2Cc2ccccc2)cc1	2%	-5%	-5%	2.5%	7%
COc1ccc(NC(=O)N[C@@H](CCSC)C(=O)O)cc1OC	-4%	1%	-6%	2.1%	0%
O=C(Cc1ccccc1)N/N=C/c1ccccc1Cl	-61%	-5%	14%	1.5%	2%
COC(=O)c1sccc1NC(=O)CC1C(=O)NCCN1C(=O)Nc1ccc(OCc2ccccc2)cc1 (centres undefined)	11%	4%	25%	6.9%	4%
CCNC(=O)CSc1nc(-c2ccccc2)cs1	8%	10%	19%	1.2%	0%
CCc1ccc(C(=O)NC(=S)NCc2cccnc2)cc1	-2%	-2%	?	4.0%	-1%
CN(c1ccccc1)S(=O)(=O)c1nnc(NC(=O)COc2ccccc2)s1	0%	-6%	16%	1.9%	-4%
CCOC(=O)C1CCN(C(=O)Nc2ccc(OC(F)(F)F)cc2)CC1	-4%	3%	54%	2.3%	3%
CCCN(CCC)CCCNC(=O)c1cc2cc3ccc(OC)cc3nc2o1	-5%	-2%	7%	1.9%	0%
FC(F)(F)COc1ccc(-c2nnc(SCc3ccccc3)o2)cn1	-2%	6%	55%	1.1%	6%
C[C@@]12C(=O)Nc3cc(F)ccc3C(=O)N1[C@H]1c3cc(Br)ccc3OC[C@@H]1[C@@H]2c1ccccc1	0%	/	56%	0.5%	3%
CCc1noc(C)c1C(=O)N(C)CC(=O)Nc1ccc(F)c(F)c1F	-4%	-8%	-36%	3.7%	-12%
CCC(C)N(C(=O)CSc1nnc2ccccn12)C1CCS(=O)(=O)C1 (centres undefined)	-7%	/	/	1.0%	/
COc1ccc(CCNCC(=O)Nc2ccc(OC(F)(F)F)cc2)cc1OC	2%	10%	16%	1.9%	-1%
N#CCSc1nnc(-c2sc3ccccc3c2Cl)o1	22%	-8%	66%	0.5%	-4%
COc1ccc(CCC(C)N2CCc3ccccc3C2)cc1 (centres undefined)	-3%	0%	59%	0.5%	-2%
COC(=O)c1c(NC(=O)C(Cl)Cl)sc2c1C(C(=O)OC)CC2 (centres undefined)	0%	2%	64%	8.3%	25%
Nc1ncnc2c1ncn2[C@@H]1O[C@H](CNC(=O)[C@@H]2C[C@H](F)CN2)[C@@H](O)[C@H]1O	-9%	/	/	0.4%	/
O=C(Cn1nc(Cc2cccnc2)c2ccccc2c1=O)NCc1ccc2c(c1)OCO2	5%	2%	-33%	0.3%	-8%
O=C(COC(=O)/C=C/c1ccc(Cl)cc1Cl)NCC1CCCO1 (centres undefined)	-9%	/	18%	2.2%	0%
CCC1(CC)NC(=O)N(CC(=O)N2CCc3ccccc32)C1=O	7%	/	-3%	2.0%	9%
CC(C)C[C@H]1CN=C(Nc2ccccc2)N1CC1CCC1	-10%	7%	1%	0.7%	-2%
COC(=O)c1c(C)[nH]c(C(=O)/C=C/c2cccc(Cl)c2)c1C	-5%	-5%	-19%	0.1%	-5%
CCc1nnc(NC(=O)c2ccc3nc(CC)c(CC)nc3c2)s1	0%	-16%	-6%	10%	11%
Cc1ccccc1N1CC(C(=O)Nc2ccc(S(=O)(=O)N3CCCCC3)cc2)CC1=O (centres undefined)	-4%	-3%	15%	2.2%	6%
CC1(C)CC(=O)C=C(Nc2ccc(Br)cn2)C1	1%	-15%	-13%	0.7%	-6%
COc1cccc(CNC(=O)CCC(=O)N2C[C@H]3C[C@H](C2)c2cccc(=O)n2C3)c1OC	-1%	12%	-7%	1.4%	-8%
COC(=O)C1=C(c2cccc(OCc3ccccc3)c2)C[C@@H]2CC[C@H]1N2C(=O)NNCc1ccccc1	1%	/	4%	0.1%	-10%
N/C(Cc1ccc([N+](=O)[O-])cc1)=N\OC(=O)c1cccc(Br)c1	1%	0%	77%	4.8%	7%
CC(=O)N1CCN(C23CC4CC(CC(C4)C2)C3)CC1	-8%	-1%	-6%	1.0%	-1%
CNc1nc(Cl)nc(Nc2ccccc2)n1	7%	7%	7%	0.8%	2%
NC(=O)c1ccccc1OCCOCCOCCOc1ccccc1C(N)=O	7%	-2%	7%	0.5%	4%
CCOC(=O)C(NC(C)=O)(Nc1ccc(S(=O)(=O)Nc2ncccn2)cc1)C(F)(F)F (centres undefined)	8%	4%	56%	i	-2%
CC(C)c1nc2sc3c(c2c(=O)o1)CCCC3	11%	-7%	?	0.4%	?
O=C(c1ccc([N+](=O)[O-])o1)N1CCc2ccccc2C1	-6%	2%	5.2µM*	2.6%	?
CCC(C)COC(=O)c1ccc(C(=O)O)cc1 (centres undefined)	4%	-4%	?	0.9%	22%
CCOC(=O)C1=C(CSc2nc(C)cc(C)c2C#N)OC(N)=C(C#N)C1c1cccs1 (centres undefined)	/	2%	-9%	/	-10%
CCOC(=O)C1(CCOC)CCN(Cc2ccc(C(=O)OC)cc2)CC1	6%	-2%	-18%	i	-8%
CCc1ccc2nc(N)sc2c1	10%	9%	30%	0.7%	?
CCC(Nc1nc(-c2ccccc2)nc2ccccc12)C(=O)O (centres undefined)	0%	-6%	-5%	0.7%	-5%
O=C(c1cccc([N+](=O)[O-])c1)c1cc2ccccc2o1	-5%	-7%	-1%	6.2%	3%
O=C1CN=C(c2ccccc2)c2oc3ccc(Br)cc3c2N1	-3%	2%	6%	2.5%	0%
CCOC(=O)c1cc(NC(=O)N(C(C)C)C2CCCCC2)c(C)nc1C	-7%	-4%	-6%	0.6%	-6%
(further entries)
SMILES	influenza NS1A	Salmonella PhoP GFP	M. tuberculosis	inhibitors of VEEV	H37Rv inhibition	others
Cc1cccc(NC(=O)CSc2nc(C)c(Cc3ccccc3)c(=O)[nH]2)c1C	/	6%	15%	/	14%
CCn1c(SCC(=O)Nc2ccc3[nH]c(=O)[nH]c3c2)nnc1-c1ccccc1	-6%	-1%	-7%	i	9%
O=Cc1c(NCCN2CCOCC2)c2ccccc2[nH]c1=O	-10%	-4%	-1%	0.7%	6%
COc1ccccc1NC(=O)Cn1cncc1-c1ccc([N+](=O)[O-])cc1	2%	-7%	10%	0.5%	-3%
Cc1cc(NC2C3CC4CC(C3)CC2C4)n2nnnc2n1 (centres undefined)	0%	-4%	13%	0.8%	-11%
Cc1ccc2c(c1)-n1c(nc3cc(F)ccc3c1=O)C(Cc1ccc(O)cc1)NC2=O (centres undefined)	/	/	12%	/	-6%
CC(C)C1COS(=O)(=O)NC1CC(=O)SC(C)(C)C (centres undefined)	1%	-15%	21%	i	18%
CN(C(=O)c1cccc(NC(=O)Cc2cccc(NC(=O)C3CCN(C(=O)C4CCC4)CC3)c2)c1)C1CCC1	-7%	/	/	i	/

Gathered by group: the compounds so far with a tert-butyl group
SMILES	influenza NS1A	Salmonella PhoP GFP	M. tuberculosis	inhibitors of VEEV	H37Rv inhibition	others
CC(C)(C)[C@@H]1C=C(C(N)=O)O[C@H](OCCCCO)C1	4%	-12%	0%	i	-2%
CC(C)C1COS(=O)(=O)NC1CC(=O)SC(C)(C)C (centres undefined)	1%	-15%	21%	i	18%

Some of these compounds in order of number of heavy atoms, rising.
SMILES	influenza NS1A	Salmonella PhoP GFP	M. tuberculosis	inhibitors of VEEV	H37Rv inhibition	others
CC(C)C1COS(=O)(=O)NC1CC(=O)SC(C)(C)C (centres undefined)	1%	-15%	21%	i	18%
Cc1cccc(NC(=O)CSc2nc(C)c(Cc3ccccc3)c(=O)[nH]2)c1C	/	6%	15%	/	14%
Cc1ccc2c(c1)-n1c(nc3cc(F)ccc3c1=O)C(Cc1ccc(O)cc1)NC2=O (centres undefined)	/	/	12%	/	-6%
